High-throughput results deposited in PubChem by Center for Chemical Genomics, University of Michigan.
Dicer inh – blocks human Dicer maturation of pre-miR-21; Q9UPY3; cat-ELCCA pre-miR-21 Dicer processing, chemiluminescence; hits give high values; z-score at 25 µM; 47,000 tested, 6% active; AID 1347074; in the data active = z-score above about 3, passing the limit was not always enough;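 note: plate controls were vehicle for no effect and no enzyme for full effect; higher signal means more uncleaved substrate so more Dicer inhibition; strong numbers were not always called active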
* = called active by the depositor. These rows are one share of the data (hit frequency here may not be typical).

SMILES	Dicer inh
CC(C)C[C@H](CN)CC(=O)O	0.5
